Source: PubChem BioAssay
Hep lipid drop: hepatic lipid droplet formation modulation | AML12 mouse hepatocytes, oleate lipid droplets, BODIPY imaging | inhibition, % at 6.5 µM | 240,000 compounds, 0.4% hits | AID 1656;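 active = lipid droplet intensity inhibited by at least 50%, with more than 500 cells counted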
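Technique: fluorescence imaging, 20x objective, two fields per well / Assay system: AML12 hepatocytes (mouse) / Measure: % inhibition of lipid droplet signal / Doses: 6.5 µM single-point dosing / Incubation: overnight exposure / Reagent: 100 µM oleic acid challenge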
b-catenin transl: alters nuclear translocation of beta-catenin in HeLa cells; AID 1665; immunofluorescence imaging; nuclear translocation activity, % at 5 µM; 190,000 compounds, 0.3% hits;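 active = nuclear translocation activity above 50% at 5 µM, with a well cell count of 50 or more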;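 note: per-cell ratio of nuclear to cytoplasmic median beta-catenin stain intensity; plate controls were DMSO negative control for no effect and GSK-3 inhibitor IX positive control for full effect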
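test system = HeLa cells, endogenous beta-catenin | dosing = single 5 µM dose plus 0.02–20 µM confirmation series | times = compound treatment 24 h, 37°C, 5% CO2 | technique = beta-catenin immunofluorescence imaging with DAPI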
Insulin prom up: MIN6 insulin promoter up-regulation; z-score at 5 µM; MIN6 insulin promoter-GFP reporter, high-content imaging; stronger effect = higher value; AID 1625; 190,000 compounds, 0.3% hits;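 active = z-score above 3 at 5 µM with at least 500 cells counted in the well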
Autophagy mod: modulators of autophagy; MEF GFP-LC3 puncta imaging; test concentration mostly 10 µM; 190,000 compounds, 0.98% hits; calls only at 10 µM (by protocol);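 active = percentage of spot-positive cells more than 3 SD above its plate mean, without a fluorescence outlier flag or 80% toxicity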;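 note: spot-positive cell cutoff set from DMSO-treated cells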
MT stabilizer: stabilizes microtubules in HeLa cells. 200,000 compounds, 0.83% hits. AID 2205. % tubulin-high responders, % at 10 µM. HeLa tubulin immunostaining HCS, 24 h; share of cells brighter than vehicle mean+2SD;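 active = plate Z-score above 3 for both tubulin-high and condensed-nucleus cell shares, with cell loss under 80%, at 10 µM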;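 note: anti alpha tubulin signal scored within the nucleus-defined area of each cell; some results filed as inactive read as strong as hits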
WT yeast gro inh: growth inhibition of WT yeast, mitochondrial fusion screen. mitochondrial fusion phenotypic screen, WT strain. inhibition, % at 10 µM. 190,000 compounds, 2.1% hits. AID 1362; in the data active = inhibition above about 58%; tested in S. cerevisiae
Dynein transport: blocks dynein driven cargo transport along microtubules. 3617.4 mouse cells, GR-EGFP nuclear translocation imaging; test concentration mostly 20 µM; stimulated with dexamethasone, 1 µM; stronger effect = lower value. 220,000 compounds, 0.47% hits. z-score, hits read low. AID 1381;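 active = plate z-score of nuclear minus cytoplasmic receptor signal below a set negative limit, without overly bright fluorescence or cell loss, cut at about -3.5 in these data, passing the limit was not always enough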;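 note: z-score of nuclear minus cytoplasmic ring GR-EGFP intensity difference per well; some compounds called inactive have numbers as strong as hits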
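medium = tetracycline-free induction medium containing charcoal-stripped FBS | also added = 1.0 µM final dexamethasone stimulus | schedule = 48 h induction, 1 h compound, 30 min dex at 37 °C | technique = fixed, Hoechst-stained cells imaged at 10x for EGFP | measure = GR-EGFP nuclear translocation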
Yfh1-depleted yeast: enhancers of respiration in Yfh1-depleted yeast, dose response, Friedreich's ataxia, plus single-dose screen (AID 1465); S. cerevisiae Yfh1-off respiration, WST-1 reduction, 72 h; higher fold induction means a stronger effect; fold induction at 50 µM; hits with a dose series show EC50 in µM; 220,000 compounds, 0.074% hits;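 active = fold induction of absorbance versus untreated yeast above a set limit, then at least 30% activation at any dose in follow-up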;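 note: activators that raise dye reduction in frataxin-depleted yeast; strong numbers were not always called active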
NOD2 inhibition: inhibition of NOD2-driven NF-kB reporter – cell-based, luminescence, uHTS, HEK293 (AID 1566); 290,000 compounds, 0.63% hits; inhibition, % at 4 µM, or EC50 in µM where a hit was titrated; HEK293 NOD2/NF-kB luciferase reporter, luminescence; higher % means a stronger effect; in the data active = inhibition above about 50%; note: many of its hits are not listed in these tables
WT yeast gro inh mutant strain: recorded beside WT yeast gro inh, whose call it bears; inhibition, %; mitochondrial fusion phenotypic screen, mutant strain inhibition
Dynein transport cytoplasmic EGFP: recorded beside Dynein transport, whose call it bears; z-score; measured here: cytoplasmic GR-EGFP intensity; stronger effect = higher value
Dynein transport nuclear GR-EGFP: second read-out of Dynein transport, no call of its own (marks repeat the call); z-score; measured here: nuclear GR-EGFP intensity;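 lower value marks the stronger effect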
Dynein transport cell count: second read-out of Dynein transport, no call of its own (marks repeat the call); z-score; measured here: cell count per field
Insulin prom up cell count: second read-out of Insulin prom up, no call of its own (marks repeat the call); cell count; measured here: cytotoxicity, nuclei count;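 total cells summed across four imaged fields per well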
Hep lipid drop cells 6.5 µM: recorded beside Hep lipid drop, whose call it bears; cell count; measured here: cell count, cytotoxicity flag;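 cells counted across two imaged fields per well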
b-catenin transl cell count 5 µM: further read-out of b-catenin transl, marked with its call; cell count; measured here: cell count, cytotoxicity flag
MT stabilizer Hoechst-high %: further read-out of MT stabilizer, marked with its call; % Hoechst-high responders; measured here: nuclear condensation Hoechst responders;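 share of cells brighter than vehicle mean plus two SD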
MT stabilizer cytotoxicity %: second read-out of MT stabilizer, no call of its own (marks repeat the call); toxicity, %; measured here: cytotoxicity by cell density;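 0% = mean cell density of plate MIN control wells and 100% = no cells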
Autophagy mod cell loss 18 h: further read-out of Autophagy mod, marked with its call; toxicity, %; measured here: cell loss, nuclei count;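 cell loss after 18 h compound exposure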
The depositor's hits bear a star; i = inactive; · = not tested or not shown. This is a subset (hit frequency here may not be typical).

SMILES | Hep lipid drop | Hep lipid drop cells 6.5 µM | b-catenin transl | b-catenin transl cell count 5 µM | Insulin prom up | Insulin prom up cell count | Autophagy mod | Autophagy mod cell loss 18 h | MT stabilizer | MT stabilizer Hoechst-high % | MT stabilizer cytotoxicity % | WT yeast gro inh | WT yeast gro inh mutant strain | Dynein transport | Dynein transport cytoplasmic EGFP | Dynein transport nuclear GR-EGFP | Dynein transport cell count | Yfh1-depleted yeast | NOD2 inhibition
CCOC(=O)CSc1cc(=O)n(C)c2cc(Cl)ccc12 | · | · | -1.2 | 1356 | 0.41 | 1531 | i | -3 | 1.3 | 3.1 | 16 | 44 | 25 | -0.67 | -0.23 | -0.011 | 0.74 | · | 3%
Cc1cc(C)n(/N=C/c2ccc(C(C)C)cc2)c(=O)c1C#N | -5 | 691 | · | · | 0.34 | 1269 | i | -1 | 3.5 | 3.1 | 14 | -5 | -24 | 2.8 | 0.33 | 1.2 | -1.6 | i | 8%
Cc1ccc(Cn2c3ccccc3c3cn[nH]c(=O)c32)cc1 | -3 | 700 | 0.4 | 1005 | 1.8 | 1759 | i | 15 | 1.8 | 1.0 | 1.9 | 11 | 2 | 2.4 | 0.12 | 1.6 | -0.54 | i | 8%
FC(F)(F)c1cc(-c2ccco2)nc(NCc2ccc(Cl)cc2)n1 | 17 | 820 | · | · | -0.08 | 892 | i | 0 | 2.9 | 0.8 | 13 | 77* | 17* | 0.66 | -0.43 | 0.26 | -0.41 | i | 15%
Cc1cc(C)n2nc(SCc3nnc(-c4ccccc4Br)o3)nc2n1 | -17 | 726 | 0.7 | 1047 | 0.16 | 1381 | i | 9 | 2.0 | 3.8 | 8.0 | -10 | -1 | 0.3 | -0.11 | 0.25 | -0.35 | i | 19%
COc1ccc(OCC(=O)Nc2ccccc2C(=O)N2CCOCC2)cc1 | -39 | 798 | -1.6 | 1019 | · | · | i | 0 | 2.8 | 2.0 | 7.9 | -1 | 1 | -0.61 | -0.27 | -0.26 | 1 | i | -32%
Cn1ncc(S(=O)(=O)Cc2ccccc2)c(Cl)c1=O | -10 | 707 | -2.2 | 1216 | 0.6 | 1398 | · | · | · | · | · | · | · | -5.2* | 2.4* | -2* | -0.4* | i | 10%
COc1ccc(/C=N/NC(=O)Cc2cc(OC)c(OC)cc2[N+](=O)[O-])cc1 | 3 | 621 | 0.0 | 916 | · | · | i | -13 | 5.4 | 2.6 | 11 | 3 | 0 | 0.43 | -0.19 | 0.095 | -0.3 | i | 6%
O=C(Nc1ccncc1)c1ccc2ccccc2c1 | -7 | 746 | 1.2 | 863 | -2 | 1299 | i | 18 | 2.7 | 3.8 | 2.7 | 38 | -1 | 1.7 | -0.0082 | 0.81 | -2.3 | i | -53%
COc1ccc(OCCn2cc(/C=C(\C#N)C(=O)NCc3ccco3)c3ccccc32)cc1 | -4 | 713 | 0.6 | 983 | · | · | i | 12 | 2.1 | 1.8 | 3.5 | 10 | -10 | 0.91 | 0.063 | 0.45 | -1.9 | i | -27%
CCc1ccc(OCCOCC(O)CNC(C)(C)C)cc1 (stereo not drawn) | 17 | 627 | -1.3 | 1101 | 0.04 | 1501 | i | 7 | 7.3 | 1.7 | 7.7 | -10 | -3 | -0.03 | 0.013 | -0.011 | 0.33 | i | -7%
COCCCNC(=O)CCn1c(=O)c2ccccc2n(CC(=O)NCCC2=CCCCC2)c1=O | -18 | 635 | 0.0 | 1092 | 0.89 | 1315 | i | -1 | 3.8 | 2.5 | 6.4 | -5 | 1 | -0.41 | -0.15 | -0.13 | 0.57 | i | -5%
O=C(COC(=O)c1ccc(NS(=O)(=O)c2ccc3c(c2)OCCO3)cc1)NCC1CCCO1 (stereo not drawn) | -9 | 713 | · | · | 0.25 | 1254 | i | -5 | 2.9 | 1.8 | 4.0 | -7 | 5 | -0.36 | -0.26 | 0.074 | -0.054 | i | 7%
CN1CCN(CCCCOc2ccccc2-c2ccccc2)CC1 | 4 | 618 | 0.5 | 1484 | -0.03 | 1610 | i | -14 | 4.9 | 2.3 | 14 | 5 | -4 | -1 | -0.33 | -0.93 | 1.9 | i | 1%
O=C(COc1ccccc1Cl)c1ccc[nH]1 | -1 | 655 | 1.8 | 1071 | -0.03 | 1229 | i | -1 | 3.3 | 4.1 | 4.3 | 3 | 7 | -0.13 | -0.34 | -0.049 | 0.83 | i | -27%
COCCNC(=O)C(c1ccc(OC)cc1)N(C(=O)Cn1nnc2ccccc21)c1cccnc1 (stereo not drawn) | 8 | 589 | -1.4 | 1480 | -0.6 | 1674 | i | 2 | 2.4 | 3.2 | 9.7 | 4 | 3 | -0.095 | -0.19 | -0.014 | 0.35 | i | 9%
CC(=O)Nc1ccc(N=Nc2ccccc2)cc1 | -6 | 543 | 1.1 | 1135 | -0.09 | 1249 | i | -2 | 1.4 | 3.7 | 5.2 | -5 | -3 | -0.099 | -0.25 | -0.29 | 0.35 | i | -48%
Cc1nc(N2CCN(c3ccccc3)CC2)nc2c1C(=O)CC(C)C2 (stereo not drawn) | · | · | -2.0 | 871 | · | · | i | 37 | 1.8 | 3.2 | 12 | 46 | 25 | 0.31 | -0.19 | 0.32 | -0.15 | i | -16%
Clc1ccc(COn2nnc3ccccc32)c(Cl)c1 | 7 | 750 | 3.7 | 1153 | 0.44 | 1279 | i | -3 | 2.5 | 2.8 | 4.8 | 8 | 9 | -0.052 | -0.22 | -0.17 | 0.019 | i | -115%
CCCCn1c(C(C)NC(=O)c2cccs2)nc2ccccc21 (stereo not drawn) | 0 | 683 | 1.4 | 916 | -0.09 | 1675 | i | 1 | 2.5 | 2.1 | 3.4 | 20 | 8 | 0.43 | -0.26 | 0.56 | 0.85 | i | 7%

2 compounds from above, limited to WT yeast gro inh mutant strain, NOD2 inhibition and Hep lipid drop:
Compound | WT yeast gro inh mutant strain | NOD2 inhibition | Hep lipid drop
COc1ccc(OCC(=O)Nc2ccccc2C(=O)N2CCOCC2)cc1 | 1 | -32% | -39
Cn1ncc(S(=O)(=O)Cc2ccccc2)c(Cl)c1=O | · | 10% | -10

New compounds follow:
SMILES | Hep lipid drop | Hep lipid drop cells 6.5 µM | b-catenin transl | b-catenin transl cell count 5 µM | Insulin prom up | Insulin prom up cell count | Autophagy mod | Autophagy mod cell loss 18 h | MT stabilizer | MT stabilizer Hoechst-high % | MT stabilizer cytotoxicity % | WT yeast gro inh | WT yeast gro inh mutant strain | Dynein transport | Dynein transport cytoplasmic EGFP | Dynein transport nuclear GR-EGFP | Dynein transport cell count | Yfh1-depleted yeast | NOD2 inhibition
Cc1ccc(NC(=O)COc2ccc(/C=C3/SC(=Nc4ccccc4)N(Cc4cccnc4)C3=O)cc2)cc1 | -1 | 748 | · | · | -0.28 | 832 | i | -23 | 1.3 | 1.1 | 3.5 | -35 | -55 | -0.48 | 0.47 | 0.028 | 0.83 | i | ·
O=C(Oc1cccnc1)c1ccc(Cl)cc1 | · | · | 1.3 | 1118 | -0.06 | 1451 | i | -8 | 7.5 | 2.2 | 8.1 | 10 | 17 | 0.2 | -0.081 | 0.27 | 0.69 | i | 10%
CCN(CC)CCNCC(=O)Nc1ccc(Oc2ccccc2)cc1 | 39 | 703 | -0.9 | 1433 | -0.39 | 919 | · | · | · | · | · | · | · | 1.4 | 0.15 | 1.6 | -2.7 | i | 25%
O=C(NCCO)c1cccc(S(=O)(=O)N2CCCCC2)c1 | · | · | -4.4 | 956 | · | · | i | -8 | 3.6 | 2.9 | 4.8 | 5 | -5 | -0.47 | -0.3 | -0.048 | 0.55 | i | -2%
O=c1[nH]c(NNC(=S)NC2CCCCC2)nc2c1C1(CCCC1)Cc1ccccc1-2 | 0 | 723 | -1.0 | 1412 | -0.02 | 828 | · | · | · | · | · | · | · | -1.1 | -0.83 | -0.86 | 1 | i | 0%
N#Cc1ccsc1NC(=O)CN1CCCCC1 | · | · | · | · | 0.27 | 825 | i | 5 | 2.4 | 1.7 | 12 | 9 | 10 | -0.57 | -0.049 | -0.33 | 0.78 | i | 5%
CCC(=O)c1c(NCCc2ccccc2)cc(C)oc1=O | 6 | 683 | -2.4 | 1087 | 0.43 | 1231 | i | -17 | 1.8 | 1.4 | 10 | -8 | -18 | -0.31 | -0.29 | 0.26 | 0.49 | i | 18%
COc1ccccc1C(CC(=O)Nc1ccc(C)c(C)c1)c1ccc(OC(C)C)cc1 (stereo not drawn) | 26 | 680 | 0.9 | 1117 | -0.06 | 1548 | i | 14 | 4.5 | 1.4 | 0.6 | 26 | -6 | 0.57 | -0.026 | 0.66 | -0.61 | i | 4%
CCOC(=O)c1c(-c2ccc(C)o2)csc1NC(=O)CSc1nncs1 | · | · | -1.3 | 895 | -1.7 | 965 | i | -2 | 1.8 | 2.2 | 11 | -9 | 4 | -4* | 0.66* | -1.8* | -0.099* | i | 22%
Cc1cc(C)n(-c2nncn2/N=C/c2ccccc2F)n1 | · | · | -4.2 | 1016 | 0.18 | 1376 | i | 4 | 3.9 | 2.3 | 3.4 | 1 | -1 | -0.021 | -0.3 | 0.44 | -0.58 | i | -2%
O=C(c1cc(-c2cccs2)nc2ccccc12)N1CCN(S(=O)(=O)c2cccc(F)c2)CC1 | -7 | 708 | -2.0 | 1274 | 0.13 | 949 | i | -9 | 1.7 | 0.7 | 4.6 | 11 | 3 | 1.5 | 0.18 | 1.3 | -1.3 | i | -13%
CCOC(=O)/C(C#N)=C1/SC(CC)C(=O)N1c1ccc(Br)cc1 (stereo not drawn) | · | · | -1.2 | 1431 | 0.42 | 1546 | i | -1 | 2.4 | 1.2 | 1.5 | -18 | -21 | 0.97 | 0.22 | -0.0091 | -1.8 | i | -8%
